Screening results as filed in PubChem.
phage Ecoli inh: E. coli growth loss with phage present; inhibition, % at 11.9 µM; 0.26% of 360,000 active; growth absorbance; AID 651602; in the data active = inhibition above about 11%
HTR5A ag ctr: HTR5A agonism, opioid heterodimer counter-screen | activation, % at 9.3 µM | 0.61% of 340,000 active | HTR5A agonist assay, luminescence, cell-based | P47898 | AID 504692; in the data active = activation mostly above about 9.5%, no sharp cut-off; inactive = mostly below about 7.6%;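 note: 0% = cells with vehicle only and 100% = reference agonist; strong numbers were not always called active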
Target sequence (P47898 whole entry, looked up): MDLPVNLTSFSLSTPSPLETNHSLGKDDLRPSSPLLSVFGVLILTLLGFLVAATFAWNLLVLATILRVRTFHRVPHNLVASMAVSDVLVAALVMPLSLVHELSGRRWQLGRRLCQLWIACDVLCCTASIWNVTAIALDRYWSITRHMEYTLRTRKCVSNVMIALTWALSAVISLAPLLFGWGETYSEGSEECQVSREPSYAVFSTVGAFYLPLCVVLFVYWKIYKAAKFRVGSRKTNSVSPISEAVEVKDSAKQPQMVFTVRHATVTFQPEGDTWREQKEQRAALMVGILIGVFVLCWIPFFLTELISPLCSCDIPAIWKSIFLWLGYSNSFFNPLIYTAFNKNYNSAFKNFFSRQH
PKA-R1A activ: activators of PKA-R1A complex. P00514+P68181. PKA-R1A dissociation, Cy5-IP20 fluorescence polarization; scaled: DMSO 0%, 113 µM cGMP 100%. activation, % at 11.4 µM. 0.083% of 340,000 active;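 active = percent activation above the mean of all tested compounds plus 3 SD, cut at about 19% in these data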;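 note: higher means more PKAc released from R1A so a rise in polarization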
AddAB inh: less growth of phage-infected E. coli with AddAB | E. coli expressing H. pylori AddAB, absorbance growth | inhibition, % at 11.9 µM | 0.29% of 330,000 active; in the data active = inhibition above about 12%;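 note: 0% = vehicle wells of infected cells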
Tat transport: blocks Tat-dependent protein export in E. coli; E. coli MC4100 TorA-mCherry Tat export, fluorescence; inhibition, % at 10 µM; 0.036% of 340,000 active;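 active = mean replicate inhibition at least 50% and at least half of replicates individually reaching 50%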;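 note: exported cargo escapes ClpAP degradation while cytoplasmic cargo is degraded and loses fluorescence; 0% = median of neutral control wells and 100% = median of NaSCN control wells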
Ecoli viability: counter-screen for AddAB inhibitors: E. coli growth inhibition. E. coli V3065 growth, OD600 absorbance, 18 h. inhibition, % at 11.9 µM. 0.27% of 330,000 active. AID 449728;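 active = inhibition above the campaign's mean inhibition across all tested compounds plus 3 SD, cut at about 9.9% in these data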;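 note: uninfected addAB+ strain grown without phage in ampicillin broth; 0% = DMSO wells and 100% = ciprofloxacin 0.95 µg/ml wells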
CDK5 p35 inh: blocks human CDK5/p35 kinase activity | Q00535+Q15078 | Recombinant CDK5/p35, ADP-Glo luminescence, 60 min | inhibition, % at 10 µM | 0.01% of 330,000 active | AID 488839;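 active = highest replicate inhibition of at least 50% and at least 75% of replicates reaching 50%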;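 note: plate controls were DMSO neutral control for no effect and GW8510 at 10 µM for full effect; many of its hits are not listed in these tables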
HTR5A inv ag: counter-screen for OPRM1-OPRD1 inverse agonists: human HTR5A inverse agonism. P47898. HTR5A cell line, luminescence. inhibition, % at 9.3 µM. 0.083% of 340,000 active. AID 504634; in the data active = inhibition mostly above about 23%, no sharp cut-off; inactive = mostly below about 18%;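 note: 0% = cells with DMSO and 100% = no-cell wells with DMSO; some compounds called inactive have numbers as strong as hits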
PKA-R2B activ: activators of human PKA-R2B complex; 0.079% of 340,000 active; PKA-R2B holoenzyme dissociation, Cy5-IP20 fluorescence polarization; R2B truncated from residue 108, S112A mutant; 0% DMSO only, 100% 113 µM cGMP; activation, % at 11.4 µM; P22694+P31323;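 active = activation above a cutoff set at the mean over all compounds plus 3 SD, cut at about 18% in these data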;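 note: higher means more holoenzyme dissociation and a rise in polarization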
Target sequence (P31323 whole entry, looked up, other chains not shown, the tested form may be a part): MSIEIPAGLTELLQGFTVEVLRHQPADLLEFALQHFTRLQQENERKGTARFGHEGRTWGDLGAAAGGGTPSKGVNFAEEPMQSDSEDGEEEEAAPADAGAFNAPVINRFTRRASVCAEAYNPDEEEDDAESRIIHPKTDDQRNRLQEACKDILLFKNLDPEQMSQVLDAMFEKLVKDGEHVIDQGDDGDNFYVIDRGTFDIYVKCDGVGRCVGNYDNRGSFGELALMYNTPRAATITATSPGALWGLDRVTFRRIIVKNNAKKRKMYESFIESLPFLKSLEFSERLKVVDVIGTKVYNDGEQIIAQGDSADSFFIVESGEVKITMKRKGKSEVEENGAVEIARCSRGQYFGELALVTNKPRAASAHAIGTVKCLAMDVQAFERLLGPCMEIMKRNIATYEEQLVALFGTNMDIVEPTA
SUMO Mot1 rescue: inhibitors of SUMOylation pathway: yeast Mot1-301 growth rescue | 1% of 320,000 active | S. cerevisiae Mot1-301 growth rescue, ATP luminescence, 38.5C; percent above DMSO median, 100 means doubled | growth rescue, % at 18.8 µM | AID 2716;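 active = every valid replicate shows activation above 250% relative to neutral control wells; inactive = the rest, any valid replicate at or below 250%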;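 note: OY570 slx delta 5 strain wells were the positive control but not used for scaling; some compounds called inactive have numbers as strong as hits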
DAGLB inhibitor: diacylglycerol lipase beta (human) inhibition; Q8NCG7; HEK293T DAGLB membrane lysate, EnzChek fluorogenic substrate; inhibition, % at 5.17 µM; 0.059% of 340,000 active; in the data active = inhibition above about 34%;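 note: 0% = enzyme with vehicle and 100% = wells lacking enzyme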
The depositor's hits bear a star; · = no result given. Random draw from the library; any-hit rate near 2.3%.

SMILES | phage Ecoli inh | HTR5A ag ctr | PKA-R1A activ | AddAB inh | Tat transport | Ecoli viability | CDK5 p35 inh | HTR5A inv ag | PKA-R2B activ | SUMO Mot1 rescue | DAGLB inhibitor
OC(CN1CCN(Cc2ccccc2)CC1)c1ccc(Br)cc1 (stereo unspecified) | 1.4 | -1 | -10 | 1.8 | -3 | 1.9 | -0.9 | 19 | -6 | 240 | -7
S=C(Nc1ccc(Cl)cc1)NN1CCOCC1 | 2.4 | -1 | 12 | -0.2 | 1 | -0.9 | 0.7 | -22 | 10 | 6 | 1
CCOC(=O)c1cc(NC(=O)CC(C)(C)CC(=O)O)ccc1N1CCCCC1 | 3.3 | 1 | 3 | 1.9 | -5 | 0.8 | -0.7 | -5 | 1 | 5 | -1
N=P(N1CCOCC1)(N1CCOCC1)C12CC3CC(CC(C3)C1)C2 | 4.3 | 2 | 11 | 0.3 | 0 | 0.2 | 0.5 | -5 | 9 | 2 | 0
Cc1ccc(S(=O)(=O)N2CC(O)CC2C(=O)Nc2ccc3c(c2)CCC3)cc1 (stereo unspecified) | 2.6 | 1 | -9 | -0.5 | 1 | 0.7 | -0.9 | 7 | 2 | -4 | 0
O=C(NCc1ccco1)C(=O)NCC1OCCN1C(=O)c1ccc(Cl)cc1 (stereo unspecified) | 2.2 | 6 | -7 | 1.1 | -6 | -0.8 | 1.1 | -18 | -5 | -9 | 1
O=C(O)c1nn(-c2ccccc2)c(-c2ccccc2)c1C(=O)c1ccccc1 | -1.3 | 3 | 1 | 3.6 | 5 | -1.1 | -1.8 | -3 | 9 | -6 | 2
C=CCOC(=O)CCCC(=O)NC1CCCCC1 | -0.7 | -1 | 8 | 0.0 | -4 | -1.8 | -1.7 | -4 | 9 | 7 | 1
Cc1cc(C)cc(N(CCC(=O)O)S(=O)(=O)c2ccc3ccccc3c2)c1 | 3.1 | 3 | -5 | 1.6 | -7 | 0.1 | 1.1 | -9 | -5 | -9 | 1
COC(=O)/C(=C/c1c[nH]c2ccccc12)NC(C)=O | 4.5 | -3 | 5 | -2.2 | -3 | -0.9 | -1.1 | 10 | 1 | -4 | -2
CN(C1(C)CCS(=O)(=O)C1)S(=O)(=O)c1cccc([N+](=O)[O-])c1 (stereo unspecified) | 2.2 | 2 | -7 | 5.3 | 4 | -0.7 | 0.8 | 20 | -1 | 0 | 0
COc1ccc(NS(=O)(=O)c2ccc(NC(=O)C3CCCO3)cc2)cc1 (stereo unspecified) | 2.6 | 1 | -1 | -0.2 | -16 | -0.3 | 0.6 | -32 | -17 | -5 | 3

Continued; it opens with the 3 that closed the last part.
SMILES | phage Ecoli inh | HTR5A ag ctr | PKA-R1A activ | AddAB inh | Tat transport | Ecoli viability | CDK5 p35 inh | HTR5A inv ag | PKA-R2B activ | SUMO Mot1 rescue | DAGLB inhibitor
COC(=O)/C(=C/c1c[nH]c2ccccc12)NC(C)=O | 4.5 | -3 | 5 | -2.2 | -3 | -0.9 | -1.1 | 10 | 1 | -4 | -2
CN(C1(C)CCS(=O)(=O)C1)S(=O)(=O)c1cccc([N+](=O)[O-])c1 (stereo unspecified) | 2.2 | 2 | -7 | 5.3 | 4 | -0.7 | 0.8 | 20 | -1 | 0 | 0
COc1ccc(NS(=O)(=O)c2ccc(NC(=O)C3CCCO3)cc2)cc1 (stereo unspecified) | 2.6 | 1 | -1 | -0.2 | -16 | -0.3 | 0.6 | -32 | -17 | -5 | 3
Cc1ccc(O)c(NC(=S)NC(=O)C(C)C)c1 | 0.5 | 1 | -8 | 1.7 | 8 | 2.8 | 0.5 | -2 | 2 | 9 | -2
Cc1ccc(S(=O)(=O)N2CCCC2C(=O)OCc2ccccc2)cc1 (stereo unspecified) | 3.9 | -4 | -11 | 6.1 | -3 | 0.2 | -0.1 | -4 | 5 | -2 | -7
Cc1nc2ccccc2c(=O)n1/N=C/c1ccccc1Cl | -0.9 | -1 | -7 | -2.2 | -4 | -0.9 | 0.2 | 5 | -2 | -4 | -1
O=C(O)c1cncc(Br)c1 | 2.1 | 1 | -3 | -0.3 | -4 | 2.3 | 13 | -5 | -7 | -18 | -3
C=CCN1C(=O)CSC1=Nc1cccc(O)c1 | 0.8 | -11 | 0 | 2.1 | -3 | -0.7 | -2.5 | 26 | -4 | -15 | -2
CCN(CC)S(=O)(=O)c1ccc(NC(=O)CO/N=C(\N)c2ccccc2)cc1 | 2.3 | -5 | 8 | 2.1 | 5 | 2.0 | 1.2 | 11 | -7 | · | -3
CCCC1NC(=S)N(C2CCCCC2)C1=O (stereo unspecified) | 0.9 | -5 | 8 | 4.0 | 2 | 2.1 | -2.4 | 3 | 7 | -10 | -3
CCCNC(=O)c1nnsc1S(=O)c1ccc(Cl)cc1 (stereo unspecified) | 1.6 | -2 | 1 | · | -10 | · | 6.3 | 5 | -7 | · | -8
CC(=O)c1ccc(N2CCN(S(=O)(=O)c3ccc4c5c3CC(=O)N5CC(C)S4)CC2)cc1 (stereo unspecified) | · | 5 | -10 | 1.1 | 10 | 0.8 | -11 | -17 | -10 | -7 | 4
COc1ccccc1Oc1ccc(S(=O)(=O)N2CCOCC2)cc1S(=O)(=O)N1CCOCC1 | 2.4 | -2 | 3 | -0.2 | 1 | 0.3 | 0.5 | 5 | 6 | 18 | -2
Cc1ccccc1C(=O)Nc1ccc(-c2nc3ccc(C(=O)c4ccccc4)cc3[nH]2)cc1 | 3.9 | 3 | -8 | 1.0 | 3 | 0.2 | -0.2 | -9 | 1 | -1 | 1
CC(=O)N1CCc2c(sc(NC(=O)C3COc4ccccc4O3)c2C(N)=O)C1 (stereo unspecified) | 3.9 | 38* | 0 | -0.7 | -5 | 1.1 | -1.3 | -138 | -25 | -4 | 4
S=c1[nH]nc(-c2ccccn2)n1/N=C/c1ccc(Br)s1 | 1.0 | 0 | -7 | 1.9 | 0 | 1.4 | 1.1 | -26 | 3 | 20 | 7
CCNC(=O)c1ccccc1NC(=O)C1CC(=O)N(C(C)C)C1 (stereo unspecified) | 1.2 | -1 | 0 | 2.5 | -3 | 2.2 | 0.5 | 16 | 1 | 12 | 1
O=C(O)c1ccccc1N(Cc1ccccc1)C(=O)COc1ccccc1 | -1.2 | -5 | -3 | 1.0 | -1 | 1.5 | -3.7 | 14 | 0 | -6 | 3
O=C(NCCc1ccccc1)c1cccc(NC(=O)C2CC2)c1 | 1.5 | 2 | 6 | · | -6 | · | 0.9 | -6 | 12 | · | -8
CN(C(=O)c1ccc2c(c1)CCN2S(C)(=O)=O)c1ccccc1 | 3.6 | -1 | -7 | 0.8 | 7 | -0.4 | 1.5 | 2 | 0 | -15 | -3
CC(=O)Nc1ccc(S(=O)(=O)c2ccc(C)cc2)cc1 | 3.6 | 0 | -1 | 1.1 | 2 | 1.4 | 0.1 | 14 | -5 | 632 | 2
Cc1nc(NC(=O)c2ccc3c(c2)OCCO3)ccc1Br | 1.5 | -2 | -9 | 3.9 | -5 | 0.0 | -0.5 | -19 | 6 | 272 | -10
O=C(NCc1cccnc1)/C(=C/c1ccco1)NC(=O)c1ccccc1 | 1.9 | 0 | 2 | 3.4 | -2 | -2.4 | 4.2 | 13 | -4 | -9 | 2
Cc1nc2sc(C(c3ccc(C(C)C)cc3)N3CCN(CCO)CC3)c(O)n2n1 (stereo unspecified) | -1.1 | 0 | 7 | -4.6 | -6 | 0.5 | 2.2 | -1 | -3 | 8 | 4
C=CCc1ccc(OCCCCN2CCC(C)CC2)c(OC)c1 | 1.2 | -3 | 1 | 0.3 | 4 | 1.0 | -0.8 | 8 | 4 | 44 | -3
C=C1CCN([C@H](C(=O)NCc2cc(OC)c(OC)c(OC)c2)C(C)C)S(=O)(=O)c2ccccc21 | 4.0 | -3 | 5 | 0.6 | 2 | 1.0 | -1.1 | -12 | -10 | -1 | -1
CN(c1ccccc1)S(=O)(=O)c1ccc(Cl)c(C(=O)OCC(=O)NCc2ccco2)c1 | 2.9 | 1 | -12 | -0.1 | 0 | -0.7 | 2.1 | -2 | -7 | -4 | 0
C=CCOc1c(Cl)cc(CNc2ccc3[nH]c(=O)[nH]c3c2)cc1OC | 2.7 | -3 | -4 | 3.2 | 3 | -1.4 | -1.0 | 11 | -7 | -16 | 2
CC(=O)Nc1ccc(NC(=O)C2CCN(S(=O)(=O)c3ccc4c(c3)OCCO4)CC2)cc1 | 6.1 | 3 | -4 | -0.6 | 14 | -0.3 | -1.5 | -10 | -8 | -3 | 2
COc1cccc(C2=CC(c3cccc(OC)c3OC(F)F)n3nnnc3N2)c1 (stereo unspecified) | 0.0 | -2 | -7 | -0.6 | 4 | -0.9 | 0.6 | 6 | -3 | · | -1
CCOc1ccc(NC(=O)C[n+]2ccccc2)cc1 | 3.4 | -1 | 2 | -0.3 | -11 | -0.8 | 1.4 | 2 | -2 | -10 | 1
C=CCn1cnc2c(nnn2-c2ccc(C)c(Cl)c2)c1=O | 3.4 | -3 | 0 | 4.5 | -6 | -1.6 | -0.8 | 8 | 4 | 13 | -13
COc1ccc(/C=C/C(=O)NC(=S)NNC(=O)c2cccs2)cc1 | -0.3 | -7 | -8 | -1.2 | 0 | -1.1 | -2.1 | 42* | -12 | -15 | 6
O=C(COC(=O)CCc1nc2ccccc2s1)NCc1ccco1 | 4.3 | 5 | -2 | 2.4 | -3 | 0.4 | 0.1 | -21 | -7 | · | -1
Cc1cc(C)c2[nH]c(O)c(N=Nc3ccc(C(=O)O)cc3)c2c1 | 2.0 | -3 | -2 | 3.6 | 0 | -0.6 | 0.7 | 7 | -6 | 106 | 0
Cc1cc([N+](=O)[O-])ccc1NC(=O)c1cncc(Br)c1 | 3.7 | 3 | -2 | 2.3 | 0 | 0.6 | 0.1 | 13 | -1 | -1 | 1
O=C(Cn1cccc1C(=O)c1ccccc1)NCc1ccccc1Cl | 4.4 | 1 | -1 | 2.4 | -1 | -3.6 | 0.3 | -27 | -12 | 170 | -1
O=c1c(-c2ccc(Cl)cc2)coc2c(CN3CCOCC3)c(O)ccc12 | 2.1 | 11 | 3 | 4.6 | -9 | -1.4 | 0.3 | -17 | 11 | -18 | -3
COc1cc2ccccc2cc1C(=O)OCC(=O)NC1CCS(=O)(=O)C1 (stereo unspecified) | 3.0 | 3 | -5 | -1.3 | -1 | 0.7 | -6.7 | -9 | -6 | 71 | 0
CSCC[C@H](NS(=O)(=O)c1ccc(C(C)=O)cc1)c1nnc2ccccn12 | 0.8 | 5 | 3 | -1.8 | 0 | -1.8 | 0.3 | -21 | 3 | 5 | 2
NS(=O)(=O)c1ccc(NC(=O)CSc2ncnc3ccccc23)cc1 | 3.6 | 1 | 1 | 2.0 | -7 | -1.7 | -4.2 | -26 | -5 | 211 | -1
CCCC(CCC(=O)Nc1cccc([N+](=O)[O-])c1)C(=O)O (stereo unspecified) | 2.1 | 1 | -1 | 1.6 | -8 | 3.5 | 0.8 | -4 | 6 | -2 | -2
COc1ccc(-n2c(=O)c(NC(=O)c3ccccc3)c3n(c2=S)CCCCC3)cc1 | -1.3 | -2 | -1 | 0.2 | 9 | 0.3 | -2.0 | 6 | -14 | 3 | 0
